Assay outcomes (PubChem BioAssay)
A3G deaminase – inhibitors of human APOBEC3G DNA deaminase | Q9HC16 | recombinant A3G, ssDNA deamination FAM/TAMRA fluorescence | inhibition, % at 20 µM | hit rate 0.28% among 330,000;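 active = inhibition of at least 40% at 20 µM, with no more than 30% in the related APOBEC3A deaminase screen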;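 also: plate controls were DMSO wells with A3G for no effect and wells lacking A3G enzyme for full effect; some compounds called inactive have numbers as strong as hits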
Target sequence (Q9HC16 whole entry, looked up): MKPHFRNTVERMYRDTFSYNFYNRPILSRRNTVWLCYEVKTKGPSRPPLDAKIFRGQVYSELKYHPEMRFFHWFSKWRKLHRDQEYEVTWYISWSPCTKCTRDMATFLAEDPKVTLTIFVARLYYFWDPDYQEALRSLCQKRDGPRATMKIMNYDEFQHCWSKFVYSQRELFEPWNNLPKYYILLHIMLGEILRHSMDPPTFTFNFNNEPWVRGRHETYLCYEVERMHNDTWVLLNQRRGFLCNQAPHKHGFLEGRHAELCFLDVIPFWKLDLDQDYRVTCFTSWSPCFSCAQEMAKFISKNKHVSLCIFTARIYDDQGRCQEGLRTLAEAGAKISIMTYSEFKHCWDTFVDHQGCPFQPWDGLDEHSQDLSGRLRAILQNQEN
NR3A LBD binder – NR3A (human) ligand-binding domain modulation; NR3A LBD differential scanning fluorimetry, Tm shift; 0% = protein alone, 100% = glycine-bound protein; hit rate 2.5% among 340,000; Tm shift relative to glycine control, % at 25 µM;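 active = melting temperature shift of at least 10% of the positive control shift, at one fixed dose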
hIAP activ – increases human intestinal alkaline phosphatase activity; P09923; purified human IAP, CDP-Star luminescence, 30 min; hits give high values; 1 = vehicle-only enzyme, 0 = enzyme-free background; activation factor at 10 µM; hit rate 0.16% among 330,000;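 active = activation factor of the enzyme at least 2-fold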; also: the source names both 10 and 20 µM as test concentration; values of inactives mirror those of a sister screen read the other way
MIN6 prolif – inducers of beta-cell replication in MIN6 cells. MIN6 cells proliferation, ATPlite luminescence, 48 h; cells starved in 0.2% serum; 100% = growth in 10% serum. proliferation, % at 10 µM. hit rate 0.29% among 330,000;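 active = compounds whose signal lies at least 3.5 SD above the mean of all wells on their plate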;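 also: 0% = DMSO-treated cells in low-serum medium and 100% = 10% serum control; some compounds called inactive have numbers as strong as hits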
APOBEC3A inh – human APOBEC3A DNA deaminase inhibition; P31941; recombinant A3A, FAM/TAMRA ssDNA deamination fluorescence; inhibition, % at 20 µM; hit rate 0.41% among 330,000; AID 493011;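 active = at least 40% inhibition at 20 µM here, with at most 30% in a related deaminase screen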;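 also: plate controls were A3A with DMSO for no effect and wells lacking A3A enzyme for full effect; some results filed as inactive read as strong as hits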
Target sequence (P31941 whole entry, looked up): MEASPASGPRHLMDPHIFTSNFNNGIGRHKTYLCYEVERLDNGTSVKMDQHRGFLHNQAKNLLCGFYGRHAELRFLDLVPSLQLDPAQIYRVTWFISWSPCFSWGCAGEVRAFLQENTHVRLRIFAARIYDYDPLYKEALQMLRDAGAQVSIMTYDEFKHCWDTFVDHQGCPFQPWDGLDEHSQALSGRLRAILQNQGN
hIAP block – human IAP inhibition. P09923. purified IAP, CDP-Star luminescence, 30 min. inhibition, % at 10 µM. hit rate 0.12% among 330,000;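 active = inhibition reaching a set limit with compound at 10 µM in the primary screen, cut at about 35% in these data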;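 also: plate controls were DMSO wells with enzyme for no effect and no-enzyme buffer wells for full effect; values of inactives mirror those of a sister screen read the other way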
MPTP block – inhibitors of mitochondrial permeability transition pore; isolated mouse mitochondria, Ca2+ swelling absorbance, 30 min; inhibition, % at 10 µM; hit rate 1.4% among 360,000;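 active = inhibition of 50% or more, scaled per plate between neutral and stimulator controls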;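 also: 0% = DMSO wells given calcium and 100% = 1 mM EGTA wells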
mIAP activ – increases mouse intestinal alkaline phosphatase activity | muIAP, CDP-Star luminescence, 30 min; hits give high values; 1 = vehicle-only enzyme signal, 0 = enzyme-free wells | activation factor at 10 µM | hit rate 0.24% among 330,000;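 active = activation factor of at least 2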; also: the source names both 10 and 20 µM as test concentration; values of inactives mirror those of a sister screen read the other way
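also added = chemiluminescent substrate CDP-Star | test system = mouse IAP enzyme | signal = chemiluminescence readout | compound = DMSO-dissolved test compounds | incubation = 30 min at room temperature | benchmarks = DMSO wells, no-enzyme wells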
mIAP block – mouse IAP inhibition; purified mouse IAP, CDP-Star luminescence, 30 min; hit rate 0.2% among 330,000; AID 2806; inhibition, % at 10 µM;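 active = inhibition of at least 40% at 10 µM in the primary screen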;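 also: plate controls were DMSO with enzyme for no effect and no enzyme wells for full effect; values of inactives mirror those of a sister screen read the other way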
Starred values were filed as active, the others as inactive; · = no result given. This is a random part of the collection (roughly 5% active in at least one column).

SMILES | A3G deaminase | NR3A LBD binder | hIAP activ | MIN6 prolif | APOBEC3A inh | hIAP block | MPTP block | mIAP activ | mIAP block
CCOC(=O)N1CCN(CC(O)COc2c(C)cccc2C)CC1 (stereo unspecified) | -5 | -3 | 0.98 | -2 | -3 | 2 | -0.8 | 1.1 | -6
O=C(CSc1ccc2c(c1)OCCO2)Nc1cccnc1Cl | -12 | 1 | 1.1 | 0 | -3 | -6 | -1.2 | 1.1 | -7
O=C(c1ccco1)N1CCN(C23CC4CC(CC(C4)C2)C3)CC1 | -11 | -2 | 1.4 | 1 | -4 | -40 | -0.2 | 0.95 | 5
COc1cccc(CCC(=O)Nc2cc3c(cc2C(=O)O)OCCCO3)c1OC | -1 | 3 | 0.9 | -1 | 0 | 10 | -1.1 | 1 | -3
Cc1cc(N2C(=O)C3CC=CC(C)C3C2=O)no1 (stereo unspecified) | -1 | 6 | 0.88 | 1 | 3 | 12 | 0.7 | 0.99 | 1
CC1Oc2ccccc2N(CC(=O)NCc2ccccc2)C1=O (stereo unspecified) | -11 | 1 | 1 | -1 | -2 | -2 | 0.1 | 1.1 | -8
CCOC(=O)c1c(C)[nH]c(C(=O)N2CCN(CC)CC2)c1C | -4 | -4 | 0.99 | 1 | 2 | 1 | 0.5 | 1 | -2
O=C(C1CCCN(c2ncnc3c2nc2n3CCCCC2)C1)N1CCN(c2cccc(Cl)c2)CC1 (stereo unspecified) | -8 | -3 | 1.4 | -6 | -7 | -44 | -0.9 | 1.1 | -7
COC(=O)c1ccc(CSCc2ccc(C#N)cc2)cc1 | -6 | · | 1 | 5 | 3 | -2 | · | 0.94 | 6
COC(=O)NC(=S)Nc1ccc(Oc2ccc(Cl)cc2Cl)c(Cl)c1 | 5 | 16* | 1.1 | -3 | 3 | -12 | 0.5 | 0.84 | 16
O=C(CSc1nc2ccccc2c(=O)n1CCCN1CCOCC1)Nc1ccc(Br)cc1 | -3 | -3 | 1.2 | -4 | 1 | -21 | -0.6 | 1.2 | -16
COc1cccc(/C=N/n2c(N)nc3ccccc32)c1OC | -4 | -13 | 1.1 | 2 | -2 | -12 | -0.4 | 0.94 | 6
Cc1cc(=O)n2nc(N3CCC(C(=O)NC(C)c4ccccc4)CC3)sc2n1 (stereo unspecified) | -4 | 2 | 1 | -2 | 3 | 0 | -2.1 | 0.96 | 4
Cc1cccc(C2Nc3ccccc3C(=O)N2NC(=O)c2ccc([N+](=O)[O-])cc2)n1 (stereo unspecified) | -8 | -3 | 0.96 | 0 | -6 | 4 | 0.2 | 0.92 | 8
CC1CCCC(NC2CCCCNC2=O)C1 (stereo unspecified) | -4 | 3 | 0.84 | -3 | -1 | 16 | -0.4 | 0.99 | 0
COC(=O)c1c(C)oc(C)c1S(=O)(=O)Nc1ccc(C(C)C)cc1 | 3 | 0 | 0.88 | 1 | 2 | 12 | 1.4 | 0.9 | 10
O=C(CN1C(=O)COc2ccccc21)N(Cc1cccnc1)Cc1ccccc1F | 3 | -14 | 0.97 | 0 | 7 | 3 | -3.4 | 1 | 0
CC1CC(=O)Nc2ccccc2N1C(=O)Nc1ccc(F)cc1F (stereo unspecified) | -14 | 3 | 0.88 | -2 | -1 | 12 | 1.6 | 0.93 | 7
COc1ccc(OC)c(CN2CCN(C(=O)CCNC(=O)c3ccc(Br)cc3)CC2)c1 | -9 | 3 | 1.1 | -2 | -1 | -13 | -0.2 | 0.99 | 1
O=C(Nc1nc2ccccc2[nH]1)c1cccc(S(=O)(=O)N2CCOCC2)c1 | 1 | -4 | 1.2 | 1 | 3 | -23 | -1.3 | 0.98 | 2
CN(C)Cc1cc(CCNC(=O)c2ccc(Cl)cc2)ccc1O | -2 | 0 | 0.93 | 0 | 2 | 7 | -0.9 | 1.1 | -6
NC(=O)c1ccccc1OCC(=O)c1ccc(Cl)cc1 | 0 | -1 | 0.85 | -1 | 0 | 15 | 0.0 | 0.99 | 1
Cc1cc(SCCOc2ccccc2)nc(N)n1 | 0 | -1 | 0.91 | -1 | 0 | 9 | -1.1 | 0.92 | 8
CC(C)NCC(O)COc1ccc(COCCOC(C)C)cc1 (stereo unspecified) | -2 | 0 | 1.3 | 0 | 2 | -31 | -2.1 | 1.1 | -6
CCS(=O)(=O)c1ccc2c(c1)N(S(C)(=O)=O)CC(C(=O)NCc1ccccc1OC)O2 (stereo unspecified) | -2 | 1 | 0.89 | 1 | 2 | 11 | -0.5 | 0.98 | 2
CCCCOC(=O)CCN1C(=O)/C(=C2\SC(=S)N(CCC(=O)OCCCC)C2=O)SC1=S | -5 | -2 | 1 | 0 | -1 | -5 | 1.0 | 1.1 | -6
O=c1c2ccccc2[nH]c2ccccc12 | -6 | -21 | 0.89 | 3 | -2 | 12 | 0.1 | 0.93 | 7
CNS(=O)(=O)/C=C/c1ccccc1 | -6 | -3 | 1.1 | -3 | -5 | -12 | -0.6 | 1.1 | -8
Cc1ccccc1C(=O)Nc1ccc(S(=O)(=O)N2CCCC2)cc1 | -9 | 3 | 0.98 | -2 | -3 | 2 | 0.9 | 0.99 | 1
O=C(NCc1ccc(F)cc1)NC(=O)c1ccc(Cl)cc1 | -4 | -1 | 1 | -4 | -3 | -4 | -0.2 | 0.99 | 1
Cc1sc2nc(C3CC3)nc(N3CCN(C(=O)c4ccc(Cl)cc4)CC3)c2c1C | -7 | -2 | 0.87 | -3 | 3 | 13 | -0.2 | 1 | -4
CCc1ccc(C(=O)COC(=O)C2CCN(c3ccc(C(F)(F)F)cn3)CC2)cc1 | -9 | 0 | 1 | -4 | 1 | -3 | -0.8 | 0.95 | 5
Cc1c(NC(=O)C(C)OC(=O)c2cccnc2Cl)c(=O)n(-c2ccccc2)n1C (stereo unspecified) | -5 | 0 | 1.2 | -1 | -4 | -23 | -2.9 | 0.99 | 1
CCC(C)[C@@H](C(=O)NCC1CCC(C(=O)O)CC1)n1nnc2ccccc2c1=O (stereo partly specified) | -5 | -3 | 0.9 | 1 | -4 | 10 | 0.8 | 1.1 | -7
CCCCCCCC(=O)Oc1ccc(C(=O)Nc2cc(C)on2)cc1 | -5 | 0 | 0.89 | 0 | 3 | 11 | 0.5 | 1 | -3
O=C1CSC(c2ccc([N+](=O)[O-])cc2)N1c1ccccc1F (stereo unspecified) | -5 | -1 | 0.92 | 0 | -1 | 8 | -0.1 | 1 | -5
COc1ccc([N+](=O)[O-])cc1C(=O)Nc1ccc(OCC(=O)N2CCOCC2)cc1 | -1 | 1 | 1 | 2 | 3 | -1 | 1.0 | 1 | -1
CCc1ccc(NC(=S)N(Cc2cccnc2)Cc2ccco2)cc1 | -4 | -1 | 1 | -1 | 0 | -2 | 1.1 | 1 | 0
O=S(=O)(c1ccc2c(c1)OCCO2)N1CCNCC1 | -7 | -1 | 0.92 | 0 | -3 | 8 | -1.2 | 0.89 | 11
O=C(CSc1ccccn1)Nc1ccc2c(c1)OCO2 | -8 | 1 | 1.1 | -2 | 0 | -10 | 2.4 | 1.1 | -6

Grouped by structure, the entries above containing an NH in an aromatic ring.
SMILES | A3G deaminase | NR3A LBD binder | hIAP activ | MIN6 prolif | APOBEC3A inh | hIAP block | MPTP block | mIAP activ | mIAP block
CCOC(=O)c1c(C)[nH]c(C(=O)N2CCN(CC)CC2)c1C | -4 | -4 | 0.99 | 1 | 2 | 1 | 0.5 | 1 | -2
O=C(Nc1nc2ccccc2[nH]1)c1cccc(S(=O)(=O)N2CCOCC2)c1 | 1 | -4 | 1.2 | 1 | 3 | -23 | -1.3 | 0.98 | 2
O=c1c2ccccc2[nH]c2ccccc12 | -6 | -21 | 0.89 | 3 | -2 | 12 | 0.1 | 0.93 | 7

More records.
SMILES | A3G deaminase | NR3A LBD binder | hIAP activ | MIN6 prolif | APOBEC3A inh | hIAP block | MPTP block | mIAP activ | mIAP block
COc1cccc(CNC(=O)CN2C(=O)COc3ccc(S(=O)(=O)N4CCCC4)cc32)c1 | -3 | -3 | 1.3 | -2 | -3 | -26 | -0.2 | 1 | -3
COc1ccc(-c2csc(NC(=S)NC(=O)/C=C/c3ccco3)n2)cc1Br | -5 | 21* | 1 | -3 | -2 | -4 | 0.8 | 0.85 | 15
C=CCn1c(=N)n(CC(=O)c2ccccc2)c2ccccc21 | 3 | 2 | 0.9 | 1 | -7 | 10 | 0.9 | 1 | -2
COc1ccc2[nH]c(=O)c(CN(C(=O)c3cccnc3)c3ccc(C)c(C)c3)cc2c1 | -3 | 0 | 1.1 | -3 | -2 | -15 | 0.2 | 1.1 | -9
O=C(c1ccc(F)cc1Cl)N1CCN(CCc2ccccc2)CC1 | -8 | 0 | 1.4 | -1 | -1 | -42 | -0.3 | 1 | -4
O=C1c2ccccc2C(=O)N1CCCn1c(=O)oc2ccccc21 | -6 | 1 | 1.2 | -1 | -2 | -15 | -0.8 | 0.98 | 2
Cc1ccc(NC(=O)CCC(=O)NNS(=O)(=O)c2ccc(Cl)cc2)cc1C | -7 | 0 | 1.3 | 5 | -2 | -35 | 1.6 | 0.87 | 13
Cn1c(=O)[nH]c(=O)c2c1nc(SCCC(=O)O)n2Cc1cccc(Br)c1 | 8 | 0 | 1.2 | -2 | -3 | -19 | -0.7 | 0.94 | 6
Cc1noc(C)c1C(=O)NCc1cccs1 | -1 | -2 | 1.1 | -3 | 3 | -6 | -0.7 | 0.96 | 4
Cn1c(SCc2cc(=O)[nH]c3ccccc23)nnc1-c1ccc(Br)cc1 | -8 | 1 | 0.88 | -3 | -7 | 12 | 1.2 | 1.1 | -6
O=C(NCC1CCCO1)c1ccc(-c2cccc(C(F)(F)F)c2)o1 (stereo unspecified) | -7 | 2 | 0.85 | 2 | -4 | 15 | -0.7 | 1 | 0
Cc1ccc2nc(COC(=O)c3ccc(Cl)nc3)cc(=O)n2c1 | -6 | 1 | 1.2 | 3 | -3 | -15 | -0.9 | 1.1 | -10
O=C(CN1C(=O)NC2(CCCC2)C1=O)Nc1ccc(F)c(F)c1F | -7 | 1 | 0.9 | -3 | -3 | 10 | 1.5 | 0.98 | 2
COc1ccc(-c2csc(Cc3nnc4n3CCCCC4)n2)cc1 | -6 | -1 | 1.1 | -1 | -3 | -6 | -1.1 | 0.94 | 6
COC(=O)C(=C/C(C)=C/c1cccnc1)C(=O)OC | -3 | 3 | 1.5 | -1 | 3 | -46 | 0.7 | 0.96 | 4
COc1ccccc1-c1nnc(SCC(=O)Nc2ccc3[nH]c(=O)[nH]c3c2)n1N | -6 | 1 | 0.99 | -3 | -4 | 1 | 3.8 | 0.91 | 9
Cc1cc(C)c(S(=O)(=O)N2CCCC(C(=O)N3CCOCC3)C2)c(C)c1 (stereo unspecified) | -1 | -2 | 1.2 | -1 | 6 | -21 | -1.7 | 0.95 | 5
Cn1c(=O)oc2cc(S(=O)(=O)N3CCC4(CC3)OCCO4)ccc21 | -2 | -1 | 0.97 | -3 | 0 | 2 | 3.8 | 0.94 | 6
Cc1ccc(S(=O)(=O)N(C)C)cc1NC(=O)Nc1ccccc1 | -2 | 0 | 1.1 | 2 | -1 | -14 | 14 | 1.8 | -79
Cc1ccc(S(=O)(=O)N2CCCC(C(=O)NCc3ccccc3F)C2)cc1 (stereo unspecified) | -12 | -1 | 0.92 | 0 | -5 | 8 | -1.8 | 1 | -2
COC(=O)c1c(C)[nH]c(C(=O)OCC(=O)N(CC(C)C)c2c(N)n(Cc3ccccc3)c(=O)[nH]c2=O)c1C | 1 | -1 | 1.1 | -3 | 11 | -13 | 5.3 | 1.1 | -8
